Bioassay records: PubChem, National Center for Advancing Translational Sciences (NCATS)
A549 viability: Nrf2 qHTS screen for inhibitors: counterscreen for cytotoxicity; A549 ARE-Fluc cells, CellTiter-Fluor viability, 18-24 h; 390,000 tested, 0.16% active; Potency, µM (series often up to 46 µM), without a hit: at the top dose activity change, negative = cytotoxicity, actives largely listed as inhibitors; note: potency is the fitted concentration of half-maximal effect; % is set by controls: 0 for no effect and ±100 for the full control effect
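A549 ARE_Fluc cells in 5% FBS OPTI-MEM were exposed to compounds in concentration-response for 18-24 h at 37 deg C. Viability was read by CellTiter-Fluor fluorescence (Ex 405/Em 525) after 30 min, before the luciferase read.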
EPAC2 antagonist: qHTS for Antagonist of cAMP-regulated guanine nucleotide exchange factor 2 (EPAC2): primary screen | 360,000 tested, 0.18% active | EPAC2 GEF exchange of Rap1B-BODIPY-GDP, fluorescence | Potency, µM (doses to about 114 µM), inactives show at the top dose activity, negative = inhibition, most hits filed as inhibitors; note: potency is the fitted concentration of half-maximal effect; % is set by controls: 0 for no effect and ±100 for the full control effect; nearly all actives have a fitted effect of over 45% in size; many of its hits are not listed in these tables
Target sequence (Q8WZA2 whole entry, looked up): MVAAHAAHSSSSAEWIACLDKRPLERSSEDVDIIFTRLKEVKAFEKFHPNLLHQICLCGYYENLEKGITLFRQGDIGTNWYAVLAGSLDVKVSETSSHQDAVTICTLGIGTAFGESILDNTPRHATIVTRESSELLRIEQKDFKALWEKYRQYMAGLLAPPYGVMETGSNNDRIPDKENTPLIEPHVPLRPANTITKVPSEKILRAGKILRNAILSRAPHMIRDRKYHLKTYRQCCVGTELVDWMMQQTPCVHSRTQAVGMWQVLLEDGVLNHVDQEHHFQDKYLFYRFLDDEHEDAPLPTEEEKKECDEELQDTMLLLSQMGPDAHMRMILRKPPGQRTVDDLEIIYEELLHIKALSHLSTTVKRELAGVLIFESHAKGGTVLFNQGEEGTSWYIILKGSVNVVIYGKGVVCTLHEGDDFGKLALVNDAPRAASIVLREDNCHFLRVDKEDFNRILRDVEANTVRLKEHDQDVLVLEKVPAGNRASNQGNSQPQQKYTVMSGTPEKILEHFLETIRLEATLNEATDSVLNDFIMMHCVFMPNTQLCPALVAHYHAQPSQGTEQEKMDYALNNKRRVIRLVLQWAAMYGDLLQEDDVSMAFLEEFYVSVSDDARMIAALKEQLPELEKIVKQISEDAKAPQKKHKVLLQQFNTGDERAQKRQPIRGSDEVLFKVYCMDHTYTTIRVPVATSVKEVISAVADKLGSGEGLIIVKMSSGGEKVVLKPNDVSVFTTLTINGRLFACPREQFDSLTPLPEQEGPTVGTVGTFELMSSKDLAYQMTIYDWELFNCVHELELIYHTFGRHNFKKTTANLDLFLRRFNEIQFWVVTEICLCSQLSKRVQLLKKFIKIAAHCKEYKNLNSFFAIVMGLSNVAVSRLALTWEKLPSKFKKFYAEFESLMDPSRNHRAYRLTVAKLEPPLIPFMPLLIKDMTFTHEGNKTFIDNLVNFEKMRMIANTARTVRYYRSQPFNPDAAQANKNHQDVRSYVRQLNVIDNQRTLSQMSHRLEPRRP
CCT modulator: High-Throughput Screening for Modulators of Cytosolic Chaperonin Activity; activity change, % (no concentration beside the values), hits read low; 360,000 tested, 0.3% active; purified chaperonin ATPase assay, HTRF ADP detection, 30 min; in the data active = activity change below about -30%; note: % is set by controls: 0 for no effect and ±100 for the full control effect
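ATPase activity: ADP formed was measured by HTRF Transcreener (665/615 nm ratio) after 30 min at 37 deg C with 10 uM ATP. Compounds screened at one 76 uM concentration against 40 or 20 nM TRiC in Tris pH 7.4/KCl/MgCl2/DTT buffer.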
Nrf2 block: Nrf2 qHTS screen for inhibitors; A549 ARE-Fluc reporter, luciferase luminescence, 18-24 h; Potency, µM (doses to about 46 µM), without a hit: at the top dose activity change, negative = inhibition, most hits filed as inhibitors; 360,000 tested, 2.1% active; AID 504444, 2011; note: potency is the fitted concentration of half-maximal effect; % is set by controls: 0 for no effect and ±100 for the full control effect; nearly all actives have a fitted effect of over 60% in size
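A549 ARE_Fluc cells (5000/well, 5% FBS OPTI-MEM) pre-incubated 2 h, then treated with compounds 18-24 h at 37C/5% CO2 in concentration-response. CellTiter-Fluor viability read first; BugLite luciferase luminescence after 15 min at room temperature gives Nrf2 activity.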
Nrf2 activator: qHTS of Nrf2 Activators | AID 624171, 2012 | AREc32 ARE-luciferase reporter (MCF7-derived line), luminescence, 24 h | 410,000 tested, 0.31% active | Potency, µM (highest dose often 46.1 µM), for inactives: at the highest dose activation, actives largely listed as activators; note: potency is the fitted concentration of half-maximal effect; % of control where 0% means no effect; nearly all actives have a fitted effect of over 65% in size
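ARE activation measured as luciferase luminescence (Steady-Glo, 30 min RT) in AREc32_Fluc cells after 24 hr compound exposure at 37 deg C, 5% CO2; cells seeded overnight at 1000/well in OPTI-MEM, 5% FBS.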
EPAC2 ag: qHTS for Agonist of cAMP-regulated guanine nucleotide exchange factor 4 (EPAC2): primary screen; AID 720711, 2013; 360,000 tested, 0.079% active; Rap guanine nucleotide exchange factor 4 (Homo sapiens), Q8WZA2; EPAC2 activation, biochemical qHTS; response scale: 100% = 6.5 mM cAMP response; Potency, µM (series often up to 154 µM), inactives show at the top dose activation, most hits filed as activators; note: potency is the fitted concentration of half-maximal effect; nearly all actives have a fitted effect of over 50% in size
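Compounds were added across a concentration range to EPAC2 (100 nM), RAP1B-BODIPY-GDP (250 nM) and GDP (50 uM). After 5 min at room temperature, fluorescence was recorded at 5-min intervals for 30 min.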
MmCpn inh: Inhibitors of TCP-1 ring complex (TRiC) of Methanococcus maripaludis (MmCpn): qHTS. Potency, µM (highest dose often 76.9 µM), for inactives: at the top dose activity, negative = inhibition, hits mostly inhibitors. Chaperonin Mm-Cpn (Methanococcus maripaludis). purified Mm-Cpn ATPase, ADP Transcreener TR-FRET. AID 504842, 2011. 330,000 tested, 0.031% active; note: potency is the fitted concentration of half-maximal effect; % is set by controls: 0 for no effect and ±100 for the full control effect; nearly all actives have a fitted effect of over 80% in size
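Eu-cryptate anti-ADP/ADP-d2 competition gives a ratio inversely related to ADP. Enzyme at 25 nM was pre-exposed to compound for 10 min, then given 10 uM ATP for 30 min, 37°C throughout.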
TGFb SMAD3 inh: qHTS for Inhibitors of TGF-b. HepG2 CAGA-GFP TGF-b/SMAD3 reporter, GFP fluorescence, 18 h; TGF-beta stimulated, 500 pg/mL final. Potency, µM (doses to about 46.1 µM), for the others: at the highest dose activity, negative = inhibition, most hits filed as inhibitors. 410,000 tested, 1.2% active. AID 588855, 2011; note: potency is the fitted concentration of half-maximal effect; % is set by controls: 0 for no effect and ±100 for the full control effect; nearly all actives have a fitted effect of over 65% in size
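Smad-responsive CAGA-GFP expression was quantified in HEPG2 cells exposed to compounds and 500 pg/mL final TGF-beta for 18 h at 37 degrees C; unstimulated wells defined full inhibition.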
pAkt inh: HTS Assay for Inhibitors of Akt Phophorylation: Primary Screen | Neuro2A IGF-stimulated pAkt S473 HTRF, 20 min; hits give low values | activity change, % for hits at 50 µM | 360,000 tested, 0.32% active | AID 651550, 2012; in the data active = activity change below about -80%; inconclusive = mostly about -51% to -80%; note: % is set by controls: 0 for no effect and ±100 for the full control effect
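Neuro2A cells in DMEM with 0.5% FBS, overnight at 37 deg C, given compound at single 50 µM final, then IGF (6 nM final) for 20 min at 37 deg C. Lysed; phospho-Akt Ser473 by HTRF after 24 h, 665/615 ratio.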
* = called active by the depositor; i = inactive; u = inconclusive; x = no result given; [ ] = another dose, or the depositor's remark. Unless noted, calls come from the whole dose curve; as a rule, active = well fitted curve in the direction sought with a large enough effect; inconclusive = small, poorly fitted or top-dose-only effect, or another doubt; inactive = no such curve, though single readings can be large; an effect the other way counts as inactive or inconclusive. Not all compounds are listed, so the mix of outcomes need not match the whole.

SMILES | A549 viability | EPAC2 antagonist | CCT modulator | Nrf2 block | Nrf2 activator | EPAC2 ag | MmCpn inh | TGFb SMAD3 inh | pAkt inh
COc1ccc(OCC(=O)Nc2ccc3c(c2)C(=O)NC3=O)cc1 | 0% | 3% | 0.5 | u | -1.4% | 3% | 0% | -2% | i
CCCCOc1ccc(-c2nc(/C=N/c3nccs3)c(O)o2)cc1 | 2% | -3% | -0.3 | 10% | -0.6% | -10% | 0% | 6% | i
Fc1ccc(CNC(=S)Nc2ccccc2F)cc1 | 17% | 0% | -2.8 | u | 3.0% | 12% | 0% | -4% | i
Cc1cccc(N2CCN(C(=O)c3cccc(S(=O)(=O)N4CCCCC4)c3)CC2)c1C | u | -8% | 0.5 | u | -0.1% | 2% | -6% | -6% | i
O=C(/C=C/[C@H]1O[C@@H](n2ccc(=O)[nH]c2=O)[C@H](O)[C@@H]1O)NCCc1c[nH]c2ccccc12 | x | 2% | 1.2 | x | 0.0% | 3% | x | 0% | i
COc1cc(C(c2sc3ncnn3c2O)N2CCN(c3ccccc3F)CC2)cc(OC)c1OC (configuration not stated) | -1% | -8% | -0.2 | -13% | -0.5% | 2% | 1% | -1% | i
CCc1ccc(CN(C(=O)c2oc3ccccc3c2C)C2CCS(=O)(=O)C2)cc1 (configuration not stated) | -10% | -22% | -2.1 | -5% | 2.9% | 10% | 0% | u | i
Cc1cc(C)n2c(Nc3ccc4c(c3)OCCO4)c(-c3cc4ccccc4o3)nc2n1 | x | 6% | 2.3 | x | 10% | 10% | x | x | i
COC(=O)CC(c1ccc(C#N)cc1)n1c(C)ccc1C (configuration not stated) | 0% | -10% | -0.3 | -13% | 6.7% | 3% | 0% | -15% | i
CCOC(=O)c1[nH]c2ccccc2c1NC(=O)c1cc(OC)c(OC)c(OC)c1 | 4% | -3% | -1.4 | -10% | 0.3% | 9% | x | -1% | i
Cc1cccc(NC(=O)c2c(C)oc3ncn(CC(C)C)c(=O)c23)n1 | 2% | x | x | u | 3.7% | x | x | -3% | x
Cc1oc2ccc(O)c(CN3CCN(Cc4ccccc4)CC3)c2c1C(=O)Nc1ccccc1 | -3% | x | x | -7% | 12% | x | x | u | x
COc1cc(CNC(=O)c2cnc(SC)nc2-c2ccccc2)cc(OC)c1OC | -9% | x | x | 20% | 4.2% | x | x | -10% | x
CCSc1nc(-c2cccc(Cl)c2)nc2c1Cc1c(CO)cnc(C)c1O2 | 8% | x | x | u | 5.8% | x | x | 0% | x
Cc1cccc(NC(=O)C2CCCN(C(=O)Nc3ccc(F)cc3)C2)c1C (configuration not stated) | -4% | -7% | -1.1 | -15% | -0.5% | 8% | -1% | -12% | i
CCOC(=O)N1CCN(C(=O)COc2ccc(S(=O)(=O)NCc3ccccc3)cc2)CC1 | -18% | -13% | -0.3 | 18µM* | -0.5% | 8% | -5% | -20% | x
CCC(Sc1nc(C)cc(C)n1)C(=O)Nc1ccc(Cl)cn1 (configuration not stated) | 5% | -6% | 1.9 | -9% | 0.1% | 5% | 0% | 5% | i
Cc1ccccc1OCc1nc(-c2ccc(-n3cccc3)cc2)no1 | -4% | -3% | 0.1 | u | 0.3% | -1% | -6% | 1% | i
N/C(=N\OC(=O)Cc1cccs1)c1ccc(Cl)cc1 | 25% | -18% | 1.8 | u | 15% | 15% | -1% | 4% | i
CCOCCCNCc1cccc(OC)c1 | 1% | 0% | -0.7 | 14% | 0.1% | -2% | -2% | -14% | i
CC(C)C(C(=O)Nc1ccccc1)N1C(=O)c2ccccc2C1=O (configuration not stated) | 4% | 4% | -0.8 | 19% | -0.1% | -6% | 2% | 0% | i
COc1cccc(C(=O)CSc2nc3cccnc3n2C)c1 | 3% | 17% | 3.3 | 11% | 2.8% | 1% | -2% | -9% | i
Cn1c(CNc2nc3ccccc3n2C)nc2ccccc21 | -6% | 6% | 2.4 | u | 3.5% | 5% | -1% | 1% | i
Cc1ccc(NC(=O)CSc2nc(N)c3c4c(sc3n2)CSC(C)(C)C4)cc1 | u | -6% | -0.1 | u | 0.5% | 1% | -18% | u | i
CCOC(=O)c1ccc(NC(=O)C2CCN(S(=O)(=O)c3c(C)nn(C)c3C)CC2)cc1 | -3% | 6% | 1.1 | -13% | 2.8% | 0% | 0% | 5% | i
Cc1ccc(S(=O)(=O)NC(=O)NCCCN2CCOCC2)cc1 | 3% | -4% | -0.3 | 8% | -0.8% | 7% | 2% | -11% | i
CC(C)n1c(CCC(=O)O)ccc1-c1ccccc1 | 0% | -9% | 1.9 | -23% | 0.1% | -3% | -4% | -3% | i
O=C1CCCN1CC(O)CS(=O)(=O)Cc1ccccc1 (configuration not stated) | 1% | -3% | -5.4 | 3% | -0.5% | 12% | 0% | 21% | i
O=S(=O)(NCCc1ccc(F)cc1)c1cccc2cccnc12 | 0% | 0% | 2.3 | 1% | 8.5% | 8% | 0% | u | i
CN(C(=O)CSc1nc2ccc(NC(=O)c3ccccc3F)cc2s1)c1ccccc1 | u | x | x | u | -0.9% | x | x | u | x
COc1cccc(N2C(=O)C3NN=C(C(=O)CN4C(=O)c5ccccc5C4=O)C3C2=O)c1 (configuration not stated) | 1% | 2% | 1.6 | 5% | -0.6% | 6% | 0% | 0% | i
CC(C)=CCC[C@](C)(O)C1CC[C@]2(C)C1[C@H](O)CC1[C@@]3(C)CC[C@H](O[C@@H]4O[C@H](CO)[C@@H](O)[C@H](O)[C@H]4O[C@@H]4O[C@H](CO)[C@@H](O)[C@H](O)[C@H]4O)C(C)(C)C3CC[C@]12C (some centres not stated) | 2% | 4% | 1.0 | -5% | 0.3% | -7% | 0% | 12% | i
CCOC(=O)[C@]12CCCC=C1N(Cc1ccc3c(c1)OCO3)C(=O)[C@H](CC(=O)NCC1CCCCC1)C2 | x | -21% | 0.0 | x | 4.4% | 3% | x | x | i
O=C(CSc1nc(=O)n2ccccc2n1)Nc1ccc2c(c1)OCO2 | 0% | 0% | -3.1 | 9% | 0.2% | 1% | 1% | 7% | i
CCCCOc1cccc(-c2nnc(N)s2)c1 | -3% | 2% | -1.0 | 18% | 4.9% | 15% | -5% | 15% | i
Cc1cc(C(=O)Nc2ccccc2Cl)n(-c2ccccc2)n1 | 0% | -12% | -1.7 | 16% | -0.1% | 1% | 2% | 0% | i
Cc1ccc(Nc2nc(N)nc(CN3CCCCCC3)n2)cc1 | -8% | 5% | 0.7 | 12% | 0.1% | 6% | -1% | -3% | i
Cc1nc(NCCN)c(C#N)c2c1COC(C)(C)C2 | 3% | 9% | -1.7 | 5% | -0.4% | 11% | 2% | -3% | i
COc1cc(CNCc2ccncc2)cc(Br)c1OCc1ccccc1F | -3% | 2% | -0.1 | x | 4.9% | 15% | 0% | 21% | x
Cc1ccc2c(C)c(C(=O)NCCN3CCOC3=O)oc2c1C | 1% | 12% | 1.6 | 15% | 3.0% | 6% | 0% | 17% | i
CCCCN(C)C(=O)CNC(=O)c1nn(-c2ccc(OC)cc2OC)c(=O)c2ccccc12 | 1% | -6% | -0.2 | 6% | -0.5% | 9% | 0% | 3% | i
O=C(Nc1cccc(S(=O)(=O)N2CCCCCC2)c1)C1CCN(C(=O)c2ccc(F)cc2)CC1 | -4% | -9% | 1.4 | 26µM* | -0.3% | 7% | 4% | u | i
O=C(Cc1ccccc1)Nc1cccc(-c2nnc(-c3ccco3)o2)c1 | -10% | 4% | -4.2 | u | 4.7% | -48%[inhibitor] | -4% | -2% | i
O=C(Cn1cnc2c(cnn2-c2ccc(F)cc2)c1=O)NCC1CCCO1 (configuration not stated) | -5% | 0% | -5.4 | -11% | -0.4% | 13% | -2% | 7% | i
CC(=O)c1cccc(NC(=O)CN(C)S(=O)(=O)c2cccc3nsnc23)c1 | 3% | -8% | -0.2 | 0% | 2.7% | 6% | 1% | 13% | x
COc1ccc2c(C)c(CCC(=O)NCCc3ccc(OC)c(OC)c3)c(=O)oc2c1 | 11% | x | x | -16% | -0.2% | x | x | 20% | x
Cc1ccc(Sc2ncccc2C(=O)NCc2cc([N+](=O)[O-])ccc2O)cc1C | 1% | -7% | 0.3 | 15% | -0.7% | 6% | -3% | u | i
Oc1ccccc1-c1cc(-c2cccc(F)c2)n[nH]1 | -6% | -15% | -1.4 | u | u | 19% | 0% | -23% | i
COC(=O)CSc1nnc(-c2c[nH]c3ccccc23)o1 | 2% | 11% | -2.2 | 3% | 0.0% | -2% | 0% | u | i
CCCN(CCC)C1Sc2ccc(C(=O)OC)cc2NC1=O (configuration not stated) | -4% | 3% | -1.4 | 7% | 0.2% | -2% | 0% | 1% | i

The list goes on:
SMILES | A549 viability | EPAC2 antagonist | CCT modulator | Nrf2 block | Nrf2 activator | EPAC2 ag | MmCpn inh | TGFb SMAD3 inh | pAkt inh
COc1ccc(-c2c(C)oc3cc(O)cc(O)c3c2=O)cc1OC | u | -17% | -0.6 | 3% | 0.2% | 6% | 1% | 3% | i
Cc1nnc(SC(C)C(=O)NC2CCCCC2C)n1N (configuration not stated) | 1% | 11% | 0.0 | 7% | 0.5% | 5% | 1% | -3% | i
COC(=O)c1sccc1NC(=O)Nc1cccc(C)c1 | 0% | -4%[57.1 µM] | 2.0 | 4% | u | 17% | -2% | -2% | i
COc1ccc(Oc2c(C(F)(F)F)oc3c(CN4CCCC(C)C4)c(O)ccc3c2=O)cc1 (configuration not stated) | -6% | x | x | 7% | 1.4% | x | x | -25% | x
